Assay outcomes from PubChem.
S3 lipid droplet: qHTS Assay for Lipid Storage Modulators in Drosophila S3 Cells | Drosophila S3 cells, BODIPY lipid droplet fluorescence, 18-24 h; cells fed with added oleic acid | Potency in µM for hits, for the others lipid storage change, negative = inhibition, % at the top dose, mostly 46.1 µM | actives 0.64% (n = 320,000); active = well fitted inhibition curve with a large enough effect in the signal ratio, with a control signal flat, not every such curve was filed as active; inconclusive = small, poorly fitted or top-dose-only effect, or effect the other way, or a change in a side signal; the % refers to the signal ratio
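Laser-scanning cytometry quantifies lipid droplet accumulation (500–530 nm total intensity; droplet/cell object ratio) in oleic acid-fed (400 uM added) Drosophila S3 cells treated with a concentration series. 20 uM Triacsin C defined 100% inhibition.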
S3 lipid droplet cell count max: also measured in S3 lipid droplet; calls as there; cell number change, %; measured here: cell count max response;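 cells counted by Cell Tracker Red CMTPX staining in the red channel; peak over a dose series mostly up to 46.1 µM; percent activity relative to internal control wells on each plate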
Active calls of the source: *; i = inactive; u = inconclusive; x = not tested or not shown. % is set by controls: 0 for no effect and ±100 for the full control effect; potency is the fitted concentration of half-maximal effect.

S3 lipid droplet | S3 lipid droplet cell count max | SMILES
16% | -7 | CC(C)(C)c1ccc(C2C(C#N)=C(N)Oc3n[nH]c(-c4cccnc4)c32)cc1 (configuration not stated)
u | x | CCOC(=O)CC1C(=O)NCCN1S(=O)(=O)c1ccc(OC)cc1 (configuration not stated)
-2% | -2 | COc1ccc(NC(=S)NC(=O)/C=C/c2ccco2)cc1
i | x | CCOC(=O)n1c(=O)n(Cc2ccc(Cl)c(Cl)c2)c2ccccc21
i | 13 | CC(NC(=O)c1cn(C)c2ccc(S(=O)(=O)N3CCCC3)cc2c1=O)c1ccccc1 (configuration not stated)
u | x | CCNC(=O)CSc1nc2ccccc2c(=O)n1OC
u | x | Cc1cccc(C)c1NC(=O)CNC(=O)c1ccccc1OCc1ccccc1
16% | 10 | CN1CCN(C(=O)c2ccc3c(c2)N(Cc2ccccc2)CCS3)CC1
3% | -1 | CC(=O)c1ccc(OCc2cc(C(=O)N(C)C(C)c3nccs3)no2)cc1 (configuration not stated)
-9% | 7 | CCCC(CCC(=O)Nc1ccn(-c2ccccc2)n1)C(=O)O (configuration not stated)
4% | -1 | CCOC(=O)N1CCN(C(=O)c2ccc3c(=O)n(Cc4ccccc4OC)c(=S)[nH]c3c2)CC1
1% | 7 | Cc1ccnc2ccc(SC(F)(F)F)cc12
22% | -9 | O=S(=O)(Nc1nc2ccccc2nc1Nc1ccc(N2CCOCC2)cc1)c1cc(Cl)ccc1Cl
u | x | CN1CCN(S(=O)(=O)c2ccc([N+](=O)[O-])cc2)CC1
u | x | Cc1ccc(C)c(NC(=O)CN(C)C(=O)c2ccc(S(=O)(=O)N3CCCCCC3)cc2)c1
0% | 14 | O=C(COc1cc(Cl)c(Cl)cc1Cl)Nc1ccc([N+](=O)[O-])cc1Cl
13% | -17 | O=C(O)c1nc(NCc2ccccc2)ncc1Cl
u | x | COc1ccccc1C(=O)NC(=O)COC(=O)c1ccc(Br)o1
u | x | CN(C)CCCN(C(=O)c1ccc2c(c1)CCCC2)c1nc2c(F)cccc2s1
u | x | Cc1[nH]n2c(=O)cc(C(C)C)nc2c1-c1ccccc1
u | x | COc1ccc(CNCCC(c2ccc(OC(C)C)cc2)c2ccccc2OC)cc1 (configuration not stated)
0% | -15 | NC1=NC(=O)/C(=C/c2ccccc2OS(=O)(=O)c2ccc3ccccc3c2)S1
16% | 7 | CC(C)C[C@@H](CO)N1CCN(Cc2cccnc2)CCC1=O
u | x | N#Cc1c(-c2ccccc2)c(-c2ccccc2)nn(CC(=O)NNC(=O)Nc2ccccc2)c1=O
u | x | COc1ccc(CNC(=O)C(=O)c2cn(CC(=O)N3CCCC3)c3ccccc23)cc1
9% | 1 | CC1CCCCC1NC(=O)c1nn(C)c(=O)c2ccccc12 (configuration not stated)
5% | -14 | Cc1oc(-c2cc3c(cc2Cl)OCO3)nc1CN1CCCC1c1ccc(F)cc1 (configuration not stated)
6% | 2 | O=[N+]([O-])c1ccc2c(c1)/C(=N\O)c1ccccc1-2
u | x | CCN(CC)S(=O)(=O)c1ccc(N2CCc3cc(OC)c(OC)cc3C2)nc1
16% | 3 | COC(=O)C1CN(C(=O)COc2ccccc2C)c2ccccc2O1 (configuration not stated)
-4% | -2 | COc1cccc(OCCNC(=O)CSc2ccc(C(F)(F)F)cc2[N+](=O)[O-])c1
u | x | CC1CCN(CC(=O)NC(=O)NCc2ccccc2)CC1
u | x | CC(C)(C)CNC(CO)C12CC3CC(CC(C3)C1)C2 (configuration not stated)
-3% | -10 | CCN(CC)S(=O)(=O)c1ccc(OC)c(NC(=O)C(Cc2ccccc2)N2C(=O)c3ccccc3C2=O)c1 (configuration not stated)
u | x | COc1cccc(C(=O)Nc2nnc(-c3cccs3)o2)c1
2% | 4 | O=C(COC(=O)c1cnccn1)Nc1ccc(Cl)cc1

Random excerpt: four compounds from above.
S3 lipid droplet | S3 lipid droplet cell count max | SMILES
-3% | -10 | CCN(CC)S(=O)(=O)c1ccc(OC)c(NC(=O)C(Cc2ccccc2)N2C(=O)c3ccccc3C2=O)c1 (configuration not stated)
5% | -14 | Cc1oc(-c2cc3c(cc2Cl)OCO3)nc1CN1CCCC1c1ccc(F)cc1 (configuration not stated)
u | x | COc1cccc(C(=O)Nc2nnc(-c3cccs3)o2)c1
u | x | CC1CCN(CC(=O)NC(=O)NCc2ccccc2)CC1

Continued.
S3 lipid droplet | S3 lipid droplet cell count max | SMILES
-10% | -13 | O=C1N[C@@H](Cc2ccccc2)[C@@H](c2ccco2)O1
u | x | O=C(Nc1ccc(CN2CCCCC2)cc1)c1c(F)c(F)c(F)c(F)c1F
u | x | Cc1ccc(C2C3=C(CC(C)(C)CC3=O)N(CCN3CCOCC3)C3=C2C(=O)CC(C)(C)C3)cc1
-25% | 9 | COc1cccc(N=Nc2c(N)[nH]n3c(=O)c4c(nc23)CCCC4)c1
u | x | Cc1ccc(CSCC(Nc2ccc(C(=O)O)cc2[N+](=O)[O-])C(=O)O)cc1 (configuration not stated)
u | x | COc1ccc2c(c1)c(CC(=O)OCC(=O)N(C)C)c(C)n2C(=O)c1ccc(Cl)cc1
u | x | O=C1C(O)CC2c3ccccc3CC3(CCCC3)N12 (configuration not stated)
u | x | CC(=O)Oc1ccccc1C(=O)N(C1CCCCC1)C1CCCCC1
14% | 7 | COc1ccc(-c2nc3c(-c4ccccc4)cnn3cc2C)cc1F
u | x | O=C(CNS(=O)(=O)c1ccccc1)NCc1cccnc1
u | x | CCNC(=O)COc1ccc(CC)cc1
-2% | 8 | O=C(COC(=O)C1CCN(c2ccc(C(F)(F)F)cn2)CC1)NCc1ccc(Cl)cc1Cl

In the list so far, 2 contain a cyano group:
S3 lipid droplet | S3 lipid droplet cell count max | SMILES
16% | -7 | CC(C)(C)c1ccc(C2C(C#N)=C(N)Oc3n[nH]c(-c4cccnc4)c32)cc1 (configuration not stated)
u | x | N#Cc1c(-c2ccccc2)c(-c2ccccc2)nn(CC(=O)NNC(=O)Nc2ccccc2)c1=O

Next structures follow.
S3 lipid droplet | S3 lipid droplet cell count max | SMILES
u | x | NC(=O)C1(N2CCCCC2)CCN(C(=S)NC2CCCC2)CC1
u | x | CCOC(=O)N1CCC(NC(=O)c2cccc3c2C(=O)N(c2ccc(OC)cc2)C3)CC1
25% | -12 | COc1cccc(CNc2nc(C(F)(F)F)nc3ccccc23)c1
18% | 14 | Cc1ccc(C(=O)NNC(=O)CSc2nnc(C(C)C)n2C)cc1
u | x | COc1ccc(C2=NN(C(=O)CCC(=O)O)C(c3ccc(Br)cc3)C2)cc1 (configuration not stated)
u | x | N#C/C(=C\c1ccc(N2CCCCC2)o1)C(=O)Nc1cccc(Br)c1
-11% | 17 | O=C(/C=C/c1ccc2c(c1)OCO2)NCCSCc1cccc(Cl)c1
i | -74 | COC(=O)c1ccc(Cl)c(NC(=O)CN2CCC(C)CC2)c1
u | x | Cc1ccc(Oc2ccc(N)cc2)cc1
4% | -1 | COc1ccc(NC(=O)CN(C)C(=O)CNC(=O)c2ccc3c(c2)OCO3)cc1
u | x | O=C1C2C3C=CC(C3)C2C(=O)N1Nc1ccccc1 (configuration not stated)
-5% | 0 | Fc1cc2[nH]cnc2cc1Cl
-4% | 0 | Cc1cc(C(=O)Nc2c(F)cc(F)cc2Br)cs1
u | x | CCn1nc(C)c(/C=C/C(=O)Nc2ccc(C)cc2C)c1C
u | x | C/C(CC(=O)NC1CCCC1)=N\NC(=O)Cc1csc(N)n1
-12% | -8 | COc1cc(-c2nc(-c3cccc(C)c3)no2)cc(OC)c1OC
27% | -3 | c1cncc(C(c2nnnn2C2CCCCC2)N2CCCCC2)c1 (configuration not stated)
23% | 9 | O=C(CN(C(=O)c1csnn1)c1ccccc1C(F)(F)F)NC1CCCCC1
11% | -1 | COc1ccc(C(CNC(=O)C2CC(=O)N(Cc3ccc(C)cc3)C2)N(C)C)cc1 (configuration not stated)
u | x | CN(c1ccc(OC(=O)CC2OC(=O)c3ccccc32)cc1)S(=O)(=O)c1ccccc1 (configuration not stated)
u | x | COc1ccc(CNC(=O)CCCCCNc2nc(=S)[nH]c3ccccc23)cc1
u | x | Cc1c(C)n2c(SCC(=O)N3CCC(C)CC3)nnc2[nH]c1=O
u | x | c1ccn2cc(CSC3=NCCS3)nc2c1
-21% | 0 | Cc1sc2ncnc(NCC3CCCO3)c2c1C (configuration not stated)
u | x | CCC(=O)N1CCc2cc(S(=O)(=O)CCC(=O)Nc3cccc(F)c3)ccc21
u | x | COC(=O)CCS(=O)(=O)c1nc(-c2ccccc2)cc(C(F)(F)F)n1
u | x | CNC(=S)N/N=C/c1cn(CCOc2ccccc2OC)c2ccccc12
-11% | -3 | O=S1(=O)CCN=C2SC3=C(CCCC3)N21
7% | 12 | CC1(C)C(=O)Nc2ccccc2N1C(=O)COc1ncnc2ccccc12
u | x | Cc1ccccc1N(C(=O)CCCC(=O)Nc1ccccn1)C(C(=O)NC1CCCC1)c1ccc(O)cc1 (configuration not stated)
6% | 7 | CC(=O)Nc1ccc(Br)c(Cl)c1
-9% | 15 | O=C(Cn1ncn2c(cc3ccccc32)c1=O)NCCC1=CCCCC1
u | x | CC(=O)N1CCc2cc(S(=O)(=O)NCC(=O)NCc3ccc(F)cc3)ccc21
u | x | O=C(Nc1ccc(N2CCOCC2)c(Cl)c1)c1ccccc1F
u | x | COc1cccc(NC(=O)C(Sc2nnc3ccccn23)c2ccccc2)c1 (configuration not stated)
i | x | CCOC(=O)C1CCCN(c2nc3ccccc3nc2C(C#N)C(=O)OCCOC)C1 (configuration not stated)

Single records (already shown):
Results for COc1cccc(NC(=O)C(Sc2nnc3ccccn23)c2ccccc2)c1 (configuration not stated) = S3 lipid droplet = u; S3 lipid droplet cell count max = x
Results for CCNC(=O)COc1ccc(CC)cc1 = S3 lipid droplet = u; S3 lipid droplet cell count max = x

Continued.
S3 lipid droplet | S3 lipid droplet cell count max | SMILES
u | x | CCN(CC)C(=O)Cn1c(=O)n(Cc2ccc(F)cc2)c(=O)c2sccc21
9% | 7 | O=S(=O)(Nc1cc(Cl)ccc1-n1cncn1)c1ccccc1Cl
u | x | Cc1ccc(CNC(=O)CCS(=O)(=O)c2ccc3nc(C)sc3c2)cc1
u | x | COc1cc(OC)c(OC)cc1CNCc1ccc2c(c1)OCO2
1% | x | COC(=O)c1cc(NC(=O)c2c(C)noc2C)ccc1N1CCOCC1
u | x | O=C1N/C(=N/N=C/c2ccco2)SC1Cc1ccccc1 (configuration not stated)
1% | 5 | Cc1cc(NC(=O)CSc2nnc(Cc3cccn3C)n2CCc2ccccc2)no1
17% | 21 | O=C(/C=C/c1ccccc1)Nn1c(-c2cccs2)nc2ccccc2c1=O
-3% | 13 | COc1ccc(OC)c(/C=N/NC(=O)CNC(=O)c2cccc3ccccc23)c1
u | x | O=C(O)c1cccc2cccnc12
u | x | COC(=O)C1=C(C)NC(=O)C1(NS(=O)(=O)c1ccc(NC(C)=O)cc1)C(F)(F)F (configuration not stated)
u | x | Cc1ccc(S(=O)(=O)N(C)C)cc1NC(=O)COC(=O)C1COc2ccccc2O1 (configuration not stated)
9% | 0 | C[C@H](NC(=O)c1[nH]cnc1C(=O)Nc1ccc(Cl)cc1)C(=O)OC(C)(C)C
13% | -12 | Cc1[nH]c(=O)[nH]c(=O)c1S(=O)(=O)Nc1ccc(S(N)(=O)=O)cc1
u | x | CC(C)(C)c1ccc(-c2conc2N)cc1
4% | 6 | COc1ccc(/C=C/C(=O)Nc2cc(=O)n(C)c(=O)n2C)cc1
u | x | CC(C)(C)N1CC(C(=O)Nc2cccc(Cl)c2Cl)CC1=O (configuration not stated)
0% | -10 | C=CCn1c(SCC(N)=O)nnc1-c1ccccc1O
35% | -6 | COC(=O)Nc1nc2ccc(Sc3ccccc3)cc2[nH]1
u | x | CCc1ccc(S(=O)(=O)NC(=S)Nc2ccccc2)cc1
u | x | Cc1nn(CC(=O)NCCc2cccs2)c(=O)c2cc3ccccc3n12
u | x | Cc1cc(C)cc(-n2ccnc2SCC(=O)c2c(N)n(C3CC3)c(=O)[nH]c2=O)c1
u | x | O=C(CN1CCCC1)NCC1(c2ccccc2)CCOCC1
u | x | COc1ccc(C(=O)N2CCN(CCNC(=O)C(=O)Nc3ccc(Br)cc3)CC2)cc1

Continued, overlapping the part above by 2 compounds.
S3 lipid droplet | S3 lipid droplet cell count max | SMILES
u | x | O=C(CN1CCCC1)NCC1(c2ccccc2)CCOCC1
u | x | COc1ccc(C(=O)N2CCN(CCNC(=O)C(=O)Nc3ccc(Br)cc3)CC2)cc1
-18% | 0 | Cn1ccc(CC(=O)N2CCC(N3CCC(C(=O)N4CCCC4)CC3)CC2)c1
u | x | CC1=CC(C#N)(C#N)C(C#N)(C#N)C(c2ccccc2)N1 (configuration not stated)
0% | -14 | CC1=CC(C)(C)N=C(Nc2nc(C)c3cc(C)cc(C)c3n2)N1
u | x | CN1CCN(CC#CCC(O)(c2ccccc2)c2ccccc2)CC1
u | x | CCO[C@@H]1OC(C(=O)N2CCN(Cc3ccc4c(c3)OCO4)CC2)=C[C@H](C2CCCCC2)[C@H]1CCCO
u | x | CC(=O)NS(=O)(=O)c1ccc(NC(=S)NC(=O)COc2ccccc2C)cc1
u | x | Cc1ccc(C(=O)NCc2cccnc2)cc1S(=O)(=O)N1CCCCCC1

The list is partial; rates above refer to the full screens.
